Compound activity (PubChem BioAssay)
IMPase inh = membrane-permeable compound that blocks inositol monophosphatase; P97697; CHO-M1 cells, IP1 accumulation, HTRF TR-FRET ratio; inhibition (IP1 accumulation), % at 46.1 µM; 120,000 tested, under 10 active; active = well fitted curve in the direction sought with a large enough effect in the signal ratio, not every such curve was filed as active; inconclusive = small, poorly fitted or top-dose-only effect, or a change in a side signal; inactive = no such curve, though single readings can be large or run the other way; the % refers to the signal ratio;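 also: cells stimulated with carbachol in lithium chloride buffer; plate controls were DMSO basal wells for no effect and reference inhibitor wells for full effect; higher means more IMPase inhibition seen as more IP1 and lower FRET ratio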
Target sequence (P97697 whole entry, looked up): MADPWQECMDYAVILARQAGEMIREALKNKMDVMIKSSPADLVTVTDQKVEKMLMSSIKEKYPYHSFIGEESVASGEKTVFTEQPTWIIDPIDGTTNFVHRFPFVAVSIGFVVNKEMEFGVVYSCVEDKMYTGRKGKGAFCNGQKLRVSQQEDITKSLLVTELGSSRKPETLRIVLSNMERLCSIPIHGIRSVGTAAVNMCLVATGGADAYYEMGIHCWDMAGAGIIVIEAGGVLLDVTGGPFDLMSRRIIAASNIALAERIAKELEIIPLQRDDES
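Measured: the HTRF emission ratio (665/620 nm) plus the 620 nm donor channel, each fitted to the Hill equation to give AC50. Cells were CHO-M1 given compounds up to 46 uM and a 30 min carbachol stimulation at 37C.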
ALOX12 inhib = blocks human 12-lipoxygenase activity; P18054; purified 12-hLO, xylenol orange hydroperoxide absorbance; Potency, µM (doses to about 57.1 µM), for inactives: top-dose activity change, negative = inhibition, hits mostly inhibitors; hit rate 0.12% among 150,000; AID 1452; also: potency is read from the fitted curve at half-maximal effect; nearly all actives have a fitted effect of over 55% in size; many of its hits are not listed in these tables
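Purified human 12hLO (150 nM), preincubated 15 min with compound, then 40 uM arachidonic acid for 30 min, room temperature, Hepes pH 7.0 with 0.01% Triton X-100. Hydroperoxide detected by ferrous iron/xylenol orange; 573/405 nm absorbance ratio gives reaction progress.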
PNC assembly inh = perinucleolar compartment assembly inhibition; PC3M PTB-GFP, PNC prevalence imaging, 16 h; hits give low values; activity change (PNC), negative = inhibition, % at 10 µM; hit rate 3.1% among 140,000;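 active = readout at or below -70, meaning at least 70% loss of cells showing the perinucleolar compartment, a nuclear body marking cancer cells; inconclusive = readout between -30 and a set limit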;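 also: plate controls were DMSO wells for no effect and camptothecin positive control wells for full effect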
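Read-out is percentage of cells bearing a perinucleolar compartment, from automated 20x imaging of fixed, Hoechst-stained PC3M PTB-GFP cells. Cells were seeded 4 h, then exposed 16 h to compound (23 nl of library stock) in duplicate plates.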
ALOX15B inhib = inhibitors of human 15-lipoxygenase 2 (ALOX15B); O15296; purified 15hLO-2, xylenol orange hydroperoxide absorbance; Potency, µM (doses to about 57.1 µM), for inactives: at the top dose activity change, negative = inhibition, hits mostly inhibitors; hit rate 0.56% among 110,000; also: potency is read from the fitted curve at half-maximal effect; nearly all actives have a fitted effect of over 60% in size; many of its hits are not listed in these tables
Target sequence (O15296 whole entry, looked up): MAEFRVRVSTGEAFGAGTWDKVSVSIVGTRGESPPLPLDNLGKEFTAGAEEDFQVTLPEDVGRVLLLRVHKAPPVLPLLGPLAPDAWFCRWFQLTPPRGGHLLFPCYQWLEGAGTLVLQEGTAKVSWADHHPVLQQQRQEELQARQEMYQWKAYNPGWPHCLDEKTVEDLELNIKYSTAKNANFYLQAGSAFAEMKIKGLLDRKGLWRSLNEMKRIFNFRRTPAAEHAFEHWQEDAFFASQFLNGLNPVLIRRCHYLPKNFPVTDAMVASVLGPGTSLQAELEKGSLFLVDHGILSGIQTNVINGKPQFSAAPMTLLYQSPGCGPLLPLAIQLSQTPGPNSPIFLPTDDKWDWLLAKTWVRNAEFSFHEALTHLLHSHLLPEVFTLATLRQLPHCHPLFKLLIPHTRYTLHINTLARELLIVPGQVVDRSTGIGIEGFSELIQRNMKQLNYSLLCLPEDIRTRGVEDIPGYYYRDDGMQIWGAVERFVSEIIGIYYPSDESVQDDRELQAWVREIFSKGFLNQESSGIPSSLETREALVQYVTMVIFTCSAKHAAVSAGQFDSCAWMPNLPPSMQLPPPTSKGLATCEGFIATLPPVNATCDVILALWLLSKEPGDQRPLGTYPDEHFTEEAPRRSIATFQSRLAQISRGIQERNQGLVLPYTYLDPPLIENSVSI
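Screening format was qHTS against 50 nM purified 15hLO-2 in Hepes pH 7.5 with detergent. Activity follows hydroperoxide formation from 45 uM arachidonic acid, measured as 573:405 nm absorbance ratio of the ferric-xylenol orange complex.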
An asterisk follows results filed as active; [ ] = another dose, or the depositor's remark. Unless noted, calls follow the shape of the dose curve; as a rule, active = well fitted curve in the direction sought with a large enough effect; inconclusive = small, poorly fitted or top-dose-only effect, or another doubt; inactive = no such curve, though single readings can be large; an effect the other way counts as inactive or inconclusive. Unless noted, % is scaled to controls: 0 for no effect and ±100 for the full control effect. An unsorted share of the library. Share with any hit: about 3.1%.

`Cc1ccc(NC(=O)CCNC(=O)c2ccco2)cc1` gave IMPase inh 1, ALOX12 inhib 3% and PNC assembly inh -9.
Cc1ccc2nc(NC3=NCN(C4CCCCC4)CN3)nc(C)c2c1 was read as IMPase inh -1, ALOX12 inhib 5%, PNC assembly inh 3 and ALOX15B inhib -1%.
`CCCCOc1ncnc2c1[nH]c1ccccc12` gave IMPase inh 0, ALOX12 inhib 6%, PNC assembly inh -6 and ALOX15B inhib 5%.
Screening Cc1cc(C(=O)NCCCN2CCN(c3cc(Cl)ccc3C)CC2)n(-c2ccccc2)n1 returned IMPase inh 5, ALOX12 inhib -3%, PNC assembly inh -10 and ALOX15B inhib 41%[activator].
For CCOC(=O)C1=C(C)NC(=O)CC1c1ccccc1 (stereo not drawn) the results were IMPase inh -2, ALOX12 inhib 2%, PNC assembly inh 37 and ALOX15B inhib -1%.
`CN(C(=O)COc1cccc(Br)c1)C1CCS(=O)(=O)C1` (stereo not drawn) gave IMPase inh -1, ALOX12 inhib -1%, PNC assembly inh 15 and ALOX15B inhib 3%.
COc1cc2c(cc1OC)C(=O)CCS2 was read as IMPase inh -9, ALOX12 inhib 0%, PNC assembly inh 15 and ALOX15B inhib -6%.
`Oc1ccc(/C=N/N=C(c2ccccc2)c2ccccc2)c(O)c1O` gave IMPase inh -5, ALOX12 inhib -27% and PNC assembly inh -28.
Screening CCOC(=O)N1CCC(NC2CCCCCCC2)CC1 returned IMPase inh 20, ALOX12 inhib 2%, PNC assembly inh -18 and ALOX15B inhib 8%.
`COc1cc2c(cc1NC(=O)COC(=O)c1ccc(C(C)(C)C)cc1)oc1ccccc12` gave IMPase inh 1, ALOX12 inhib 0% and PNC assembly inh -20.
Screening Cc1oc2ccc(OC(=O)COc3c(F)c(F)c(F)c(F)c3F)cc2c1C(=O)OC(C)C returned ALOX12 inhib -4% and PNC assembly inh 17.
For CCOC(=O)C1=C(C)Nc2ncnn2C1c1c[nH]c2ccccc12 (stereo not drawn) the results were IMPase inh 0, ALOX12 inhib 3%, PNC assembly inh -21 and ALOX15B inhib 8%.
Screening CCc1ccc2c(COn3nnc4ccc(S(=O)(=O)N(C)C)cc43)cc(=O)oc2c1 returned IMPase inh 2, ALOX12 inhib -11%, PNC assembly inh 14 and ALOX15B inhib 1%.
`CC(C)Cn1c(SCC(=O)NCc2ccc(Cl)cc2)nnc1-c1cccc(S(=O)(=O)N2CCOCC2)c1` gave IMPase inh 4, ALOX12 inhib -3%, PNC assembly inh 3 and ALOX15B inhib 3%.
`CCN(CC)c1ccc(C(NC(C)=O)NC(C)=O)cc1` gave IMPase inh 5, ALOX12 inhib -1%, PNC assembly inh -4 and ALOX15B inhib 3%.
`CCCCCn1c(CN(C)Cc2ccccc2)nc2c1c(=O)n(C)c(=O)n2C` gave IMPase inh 12, ALOX12 inhib 6%, PNC assembly inh inconclusive and ALOX15B inhib 7%.
Screening CCOc1ccc(N2C(=O)C3C(c4ccccc4)=NN(c4ccccc4)C3C2=O)cc1 (stereo not drawn) returned ALOX12 inhib 0% and PNC assembly inh 31.
O=C1C(C=NC2CC2)=C(O)c2ccccc21 was read as IMPase inh 5, ALOX12 inhib 3%, PNC assembly inh 0 and ALOX15B inhib 1%.
For O=C(Nc1ccccc1)Nc1ccccc1C(=O)NCc1ccccc1 the results were IMPase inh -2, ALOX12 inhib -1%, PNC assembly inh 19 and ALOX15B inhib 6%.
`CCOC(=O)C1CCN(C(=O)c2ccc(Cl)c(NC3=NC4CS(=O)(=O)CC4S3)c2)CC1` (stereo not drawn) gave ALOX12 inhib -3% and PNC assembly inh 19.

Three entries drawn at random from the list so far:
`CCCCCn1c(CN(C)Cc2ccccc2)nc2c1c(=O)n(C)c(=O)n2C` gave IMPase inh 12, ALOX12 inhib 6%, PNC assembly inh inconclusive and ALOX15B inhib 7%.
Cc1ccc2nc(NC3=NCN(C4CCCCC4)CN3)nc(C)c2c1 was read as IMPase inh -1, ALOX12 inhib 5%, PNC assembly inh 3 and ALOX15B inhib -1%.
O=C1C(C=NC2CC2)=C(O)c2ccccc21 was read as IMPase inh 5, ALOX12 inhib 3%, PNC assembly inh 0 and ALOX15B inhib 1%.

(listing goes on)
Screening Cn1c(SCC(=O)NCc2cccs2)nnc1-c1cccs1 returned IMPase inh -10, ALOX12 inhib -1%, PNC assembly inh 10 and ALOX15B inhib -2%.
`COc1ccc(OC)c(-c2csc(N(Cc3ccco3)C(=O)c3cccs3)n2)c1` gave IMPase inh 9, ALOX12 inhib -12%, PNC assembly inh 77 and ALOX15B inhib -6%.
`CC(C)CNC(=O)CSc1nnc(CN2CCCCCC2=O)n1-c1ccccn1` gave IMPase inh 5, ALOX12 inhib -10%, PNC assembly inh 6 and ALOX15B inhib 3%.
Cc1ccc(NC(=O)CC2SCCNC2=O)cc1Cl (stereo not drawn) was read as IMPase inh -4, ALOX12 inhib -3%, PNC assembly inh 24 and ALOX15B inhib -2%.
For CCOC(=O)c1[nH]c2ccc(OC)cc2c1NC(=O)CCN1CCc2ccccc2C1 the results were IMPase inh 0, ALOX12 inhib 2%, PNC assembly inh 4 and ALOX15B inhib 15%.
Screening Cc1ccsc1/C=N/N1CCN(c2ccccc2)CC1 returned IMPase inh 6, ALOX12 inhib -14%, PNC assembly inh 37 and ALOX15B inhib -12%.
Cc1cc(C(=O)NC(C)c2ccncc2)no1 (stereo not drawn) was read as IMPase inh -9, ALOX12 inhib 0%, PNC assembly inh -5 and ALOX15B inhib -7%.
`CCOc1cc(/C=N/NC(=O)C(=O)NC)cc(Br)c1O` gave ALOX12 inhib 5% and PNC assembly inh 8.
COc1ccc(C2c3ccc4ccccc4c3Oc3ncn(Cc4ccco4)c(=N)c32)cc1OC (stereo not drawn) was read as IMPase inh 5, ALOX12 inhib 3% and PNC assembly inh 8.
Cc1ccc(CNC(=O)CCNS(=O)(=O)c2ccc3c(c2)c(=O)n(C)c(=O)n3C)cc1 was read as IMPase inh 6, ALOX12 inhib 5% and PNC assembly inh 28.
O=C(CSc1ncnc2nc[nH]c12)NCCc1ccccc1 was read as IMPase inh -5, ALOX12 inhib 0%, PNC assembly inh inconclusive and ALOX15B inhib 0%.
O=c1[nH]c(=O)n(Cc2ccco2)c2c1C(C(F)(F)F)(C(F)(F)F)N=C(c1ccc(F)cc1)N2 was read as IMPase inh 15, ALOX12 inhib -6%, PNC assembly inh -28 and ALOX15B inhib 0%.
`O=C(CCc1nc2ccccc2[nH]1)N1CCN(C(=O)c2ccco2)CC1` gave ALOX12 inhib -2% and PNC assembly inh -11.
`O=C(NCCCN1CCOCC1)c1ccc(Sc2ccc(Br)cc2)c([N+](=O)[O-])c1` gave IMPase inh 3, ALOX12 inhib 2% and PNC assembly inh -5.
Screening CCOC(=O)c1[nH]c2ccccc2c1N=C(C)N(CC)CC returned IMPase inh 4, ALOX12 inhib 0%, PNC assembly inh inconclusive and ALOX15B inhib 0%.
`COC(=O)c1cc(OC)c(OC)cc1NC(=O)CCC1CCCC1` gave IMPase inh 6, ALOX12 inhib -3%, PNC assembly inh 69 and ALOX15B inhib 10%.
`COc1ccc(N(CC(=O)NC2CCCC2)C(=O)CCC(=O)Nc2cc(C)on2)c(OC)c1` gave IMPase inh 0, ALOX12 inhib -2%, PNC assembly inh 37 and ALOX15B inhib 3%.
CCn1c(=O)[nH]c2ccccc2c1=O was read as IMPase inh -5, ALOX12 inhib 0%, PNC assembly inh 68 and ALOX15B inhib 1%.
Screening COc1ccc(N2CCN(C(=O)CSc3nnc(Cn4nnc5ccccc54)n3C)CC2)cc1 returned IMPase inh 0, ALOX12 inhib -3%, PNC assembly inh inconclusive and ALOX15B inhib -4%.
For Cn1nnnc1SCc1cccc(CSc2nnnn2C)n1 the results were IMPase inh -2, ALOX12 inhib -2%, PNC assembly inh inconclusive and ALOX15B inhib 2%.

By substructure: the compounds so far containing fluorine (two)
Screening Cc1oc2ccc(OC(=O)COc3c(F)c(F)c(F)c(F)c3F)cc2c1C(=O)OC(C)C returned ALOX12 inhib -4% and PNC assembly inh 17.
O=c1[nH]c(=O)n(Cc2ccco2)c2c1C(C(F)(F)F)(C(F)(F)F)N=C(c1ccc(F)cc1)N2 was read as IMPase inh 15, ALOX12 inhib -6%, PNC assembly inh -28 and ALOX15B inhib 0%.

Additional entries follow:
For CC(C)CCNC(=O)C(c1ccc(O)cc1)N(Cc1cccs1)C(=O)C1COc2ccccc2O1 (stereo not drawn) the results were ALOX12 inhib -2% and PNC assembly inh -11.
`Cc1onc(-c2ccccc2Cl)c1-c1nc(-c2ccncc2)no1` gave IMPase inh 9, ALOX12 inhib -5%, PNC assembly inh 26 and ALOX15B inhib 14%.
Cc1ccc(S(=O)(=O)N2c3ccccc3NC(=O)C2CC(=O)Nc2ccccc2)cc1 (stereo not drawn) was read as IMPase inh -12, ALOX12 inhib -6%, PNC assembly inh 11 and ALOX15B inhib 11%.
CCOC(=O)Cc1csc(NC(=O)CSc2nnnn2-c2ccc(C)cc2C)n1 was read as IMPase inh 8, ALOX12 inhib -1% and PNC assembly inh 20.
Screening Cc1ccc(C(=O)Nc2cc3c(oc2=O)CCCC3=O)cc1 returned IMPase inh 1, ALOX12 inhib 0%, PNC assembly inh 12 and ALOX15B inhib -7%.
For O=C(CSc1nnc(-c2ccc(Cl)cc2Cl)n1C1CCCCC1)N1CCCC1 the results were IMPase inh 0, ALOX12 inhib -6%, PNC assembly inh -5 and ALOX15B inhib -6%.
CCn1c(C)nc2cc(-c3nnc(-c4c(-c5ccccc5)noc4C)o3)ccc21 was read as IMPase inh 25, ALOX12 inhib -4%, PNC assembly inh -7 and ALOX15B inhib 4%.
For O=C(NCc1ccc(Cl)cc1)NCC(F)(F)F the results were ALOX12 inhib 4% and PNC assembly inh 17.
For O=C(O/N=C/c1cccc([N+](=O)[O-])c1)C1CC1 the results were IMPase inh 10, ALOX12 inhib 0%, PNC assembly inh -20 and ALOX15B inhib 2%.
`Nc1ccc(Cl)cc1/C(=N/O)c1ccccc1` gave IMPase inh 17, ALOX12 inhib 2%, PNC assembly inh 45 and ALOX15B inhib 0%.
Screening C=CCNC(=S)Nc1ccc2nc(C)c(C)nc2c1 returned IMPase inh 0, ALOX12 inhib -3%, PNC assembly inh 41 and ALOX15B inhib -4%.
`O=C(Nc1cccc(Cl)c1)N1CCSc2cc(Cl)ccc21` gave IMPase inh 8, ALOX12 inhib -9%, PNC assembly inh inconclusive and ALOX15B inhib -5%.
For O=C(Nc1ccc(Cc2ccncc2)cc1)c1ccc(S(=O)(=O)N2CCOCC2)cc1 the results were IMPase inh 7, ALOX12 inhib 3%, PNC assembly inh -27 and ALOX15B inhib 12%.
`CCOc1ccccc1C(=O)N1CCC(C(=O)c2ccc(F)cc2)CC1` gave IMPase inh 13, ALOX12 inhib -2% and PNC assembly inh inconclusive.
For CCC(=O)NNc1ncnc2ccccc12 the results were IMPase inh 6, ALOX12 inhib 2% and PNC assembly inh inconclusive.
For CCOC(=O)c1[nH]c(C)c(C(=O)OCC(=O)N2CCc3ccccc32)c1C the results were IMPase inh -2, ALOX12 inhib -1%, PNC assembly inh 4 and ALOX15B inhib -5%.
`O=C(Nc1ccccc1N1CCCC1)c1cccnc1` gave IMPase inh 12, ALOX12 inhib 1% and PNC assembly inh 27.
`Cc1c(C(=O)O)oc2ccc(S(=O)(=O)N3CCCCC3C(=O)O)cc12` (stereo not drawn) gave IMPase inh -3, ALOX12 inhib -9%, PNC assembly inh 39 and ALOX15B inhib 3%.
Screening O=C(c1cnc2sccn2c1=O)N1CCc2ccccc2C1 returned IMPase inh 1, ALOX12 inhib -6%, PNC assembly inh 21 and ALOX15B inhib -1%.
Screening Cn1nc(C(C)(C)C)cc1C(=O)Nc1nc2c(s1)C(=O)CC(C)(C)C2 returned IMPase inh inconclusive, ALOX12 inhib -7%, PNC assembly inh 7 and ALOX15B inhib 25%.
Clc1ccc(Cn2nnc(-c3ccc(N4CCOCC4)cc3)n2)cc1 was read as IMPase inh 8, ALOX12 inhib -2%, PNC assembly inh 33 and ALOX15B inhib 8%.
